Screening data as filed in PubChem BioAssay.
FBPA Giardia inh: inhibitors of Giardia lamblia fructose-1,6-bisphosphate aldolase; purified Giardia FBPA; Potency, µM (top dose mostly 59.6 µM), for the others: at the highest dose activity, negative = inhibition, actives largely listed as inhibitors; AID 2451; hit rate 0.71% among 290,000; A8B2U2; further: potency means the concentration at half of the fitted maximal effect; nearly all actives have a fitted effect of over 55% in size
Target sequence (A8B2U2 whole entry, looked up): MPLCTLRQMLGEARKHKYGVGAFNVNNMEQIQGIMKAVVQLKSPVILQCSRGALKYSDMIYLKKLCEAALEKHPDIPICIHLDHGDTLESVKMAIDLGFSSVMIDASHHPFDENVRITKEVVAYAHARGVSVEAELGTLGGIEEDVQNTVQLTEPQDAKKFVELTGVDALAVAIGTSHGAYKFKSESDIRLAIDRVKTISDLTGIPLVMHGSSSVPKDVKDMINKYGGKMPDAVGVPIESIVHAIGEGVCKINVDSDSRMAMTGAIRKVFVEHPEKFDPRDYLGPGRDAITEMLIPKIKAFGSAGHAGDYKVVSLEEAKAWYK
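Giardia FBPA (40 nM reagent) was preincubated 10 min at RT with compound (up to 57.5 uM final), then substrate plus GAPDH/TPI/NAD/arsenate coupling system with diaphorase/resazurin was added; resorufin fluorescence (525/598 nm) was read after 20 min.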
Sm TGR inh: inhibitors of Schistosoma mansoni thioredoxin glutathione reductase; AID 485364; Potency, µM (titrated, usually from 114 µM), without a hit: top-dose activity change, negative = inhibition, actives largely listed as inhibitors; purified TGR, DTNB reduction, TNB absorbance 405 nm; Q962Y6; hit rate 3% among 360,000; further: potency means the concentration at half of the fitted maximal effect; nearly all actives have a fitted effect of over 60% in size
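Kinetic colorimetric format: TGR-catalysed, NADPH-driven DTNB reduction monitored via TNB absorbance. Enzyme dispensed at 20 nM; compound exposure 15 min at room temperature before reaction start.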
HCV inhibitor: blocks hepatitis C virus; Potency, µM (top dose mostly 41.8 µM), for inactives: at the highest dose activity change, negative = inhibition, most hits filed as inhibitors; Huh7.5.1 HCVcc-Cre infection, luciferase reporter, 44 h; hit rate 3.4% among 340,000; further: potency means the concentration at half of the fitted maximal effect
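Seed cells (1,000/well) for 4 h; treat with compound and infect with HCVcc-Cre, moi about 0.5. Incubate 44 h, then detect luciferase activity.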
AmpC inh detg: blocks E. coli AmpC beta-lactamase in detergent assay | Potency, µM (series often up to 114 µM), without a hit: at the top dose activity change, negative = inhibition, actives largely listed as inhibitors | AID 485294 | AmpC hydrolysis of nitrocefin, absorbance 480 nm, 0.01% Triton | hit rate 0.041% among 370,000 | P00811;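 further: potency means the concentration at half of the fitted maximal effect; 0% = no-compound wells and -100% = no-enzyme wells; nearly all actives have a fitted effect of over 25% in size; some results filed as inactive show a strong effect at the top dose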
Target sequence (P00811 whole entry, looked up): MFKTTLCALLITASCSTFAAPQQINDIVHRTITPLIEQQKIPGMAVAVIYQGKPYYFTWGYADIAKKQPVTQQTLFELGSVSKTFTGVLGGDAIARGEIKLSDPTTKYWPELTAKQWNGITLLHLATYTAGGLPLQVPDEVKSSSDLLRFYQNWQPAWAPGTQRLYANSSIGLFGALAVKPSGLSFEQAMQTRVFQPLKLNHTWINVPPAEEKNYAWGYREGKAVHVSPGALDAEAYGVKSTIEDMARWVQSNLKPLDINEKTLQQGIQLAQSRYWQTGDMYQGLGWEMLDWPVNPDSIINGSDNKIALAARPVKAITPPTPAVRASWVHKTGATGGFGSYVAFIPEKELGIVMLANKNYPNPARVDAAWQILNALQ
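AmpC (5.3 nM in the dispensed reagent) in 20 mM phosphate pH 7.0 with 0.01% (detergent screen) or 0.0001% Triton X-100 was preincubated with compounds for 15 min at room temperature. Nitrocefin was then added from an 800 uM solution, and hydrolysis was followed at 480 nm.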
HCMV antiviral: inhibitors of human cytomegalovirus; HFF cells, HCMV-luciferase reporter, 72 h; stronger effect = lower value; activity change, negative = inhibition, % at 57.5 µM; hit rate 4.5% among 410,000; AID 1259415; in the data active means activity change below about -60%; inconclusive means no clear call, values can overlap the other calls; inactive means above about -39%
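Compounds were evaluated in HFFs infected with an HCMV luciferase reporter virus (MOI 1 PFU/cell). Luciferase in lysates collected 72 h post infection served as the replication measure.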
AMA1 RON2 block: disrupts binding of P. falciparum AMA1 to RON2. AlphaScreen AMA1-biotinylated RON2 peptide binding. Potency, µM (top dose mostly 58.2 µM), without a hit: at the top dose activity change, negative = inhibition, actives largely listed as inhibitors. hit rate 0.2% among 360,000. AID 720542;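 further: potency means the concentration at half of the fitted maximal effect; 0% = vehicle wells and -100% = peptide control; nearly all actives have a fitted effect of over 45% in size; some results filed as inactive show a strong effect at the top dose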
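AMA1 (3D7) with his tag at 25 nM final met compounds first, then biotinylated RON2 peptide at 25 nM; detection used donor plus acceptor beads, 10 µg/mL apiece, read by AlphaScreen after 30 min at room temperature.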
* marks the source's active call; other numbers are inactive results; ? = inconclusive; . = no result given; [ ] = another dose, or the depositor's remark. Unless noted, the call rests on the fitted dose curve; in most records, active means well fitted curve in the direction sought with a large enough effect; inconclusive means small, poorly fitted or top-dose-only effect, or another doubt; inactive means no such curve, though single readings can be large; an effect the other way counts as inactive or inconclusive. Unless noted, on the % scale 0 is the no-effect control and ±100 the full control effect.

Order of values: FBPA Giardia inh, Sm TGR inh, HCV inhibitor, AmpC inh detg, HCMV antiviral, AMA1 RON2 block
- O=C(CN1CCN(c2ccccc2O)CC1)Nc1ccc([N+](=O)[O-])cc1Br
→ -12%, 6%, ?, 8%, ?, -12%
- C[C@H]1[C@H](C)CC[C@]2(C)CC[C@]3(C)C(=CC(=O)C4[C@@]5(C)CC[C@H](O)C(C)(C)C5CC[C@]43C)[C@H]12 (stereo partly specified)
→ ., -5%, 4%[8.37 µM], 7%, -8, -8%
- Cc1cc(C)n(C(=O)c2ccc(Cl)c(F)c2F)n1
→ 0%, ., 1%, 2%, 0, -2%
- CN(Cc1cccnc1)C(=O)c1cc(S(=O)(=O)Nc2ccccc2F)ccc1Cl
→ ., 2%, 1%, 1%, -4, -18%
- COC(=O)C(CC(=O)c1ccc(Br)cc1)n1nc(C)cc1C (stereo unspecified)
→ 2%, 3.5µM*, 8%, 3%, 15, -2%
- Cc1cc(C)n(-c2ccc(C(=O)N3CCN(S(=O)(=O)c4cccc(Br)c4)CC3)cc2)n1
→ ., ., 7.9µM*, ., -64*, -6%
- O=C1c2ccccc2C(O)(Cc2ccccc2)N1c1ccc2c(c1)OCO2 (stereo unspecified)
→ -9%, 7%, -2%, -1%, 0, 0%
- CN(C)C(=S)Nc1ccc(Br)cc1Cl
→ 0%, 7%, 12%, 6%, 2, -8%
- O=C(O)c1ccccc1-c1ccccc1C(=O)Nc1ccc2c(c1)C(=O)c1ccccc1-2
→ ., ., 9%, ., 76, -11%
- CSc1nsc(SCc2cnc(C)nc2N)n1
→ -16%, 40µM*, 12%, ?, -8, 24%
- COc1cc(OC)cc(-c2c(C#Cc3ccsc3)c3cc(-c4cc(OC)c(OC)c(OC)c4)ccc3n2C)c1
→ ., ., -26%, ., 9, 11%
- COc1ccc(C2CC(=O)C3=C(C2)Nc2ncnn2C3c2ccccc2C)c(OC)c1 (stereo unspecified)
→ 5%, -2%, 3.5µM*, -9%, -3, -4%
- CC1=CCC2C(=O)N(c3ccc(C(=O)Nc4ccccc4Cl)cc3)C(=O)C2C1 (stereo unspecified)
→ -12%, -2%, -6%, -1%, -102*, -1%
- CCOC(=O)c1ccc(NC(=O)CC2C(=O)N(c3ccc(F)cc3)C(=O)N2Cc2cccnc2)cc1 (stereo unspecified)
→ ., -2%, ., -2%, -32, .
- CC(C)(C)c1cc(C(=O)N/N=C/c2ccco2)n[nH]1
→ 1%, -2%, 8%, -5%, 49, 24%
- CCOc1ccc(-c2cnc3n2CCCCC3)cc1
→ -10%, ?, -16%, -9%, -10, -9%
- Cc1nn(Cc2ccc(F)cc2)c(C)c1NC(=O)c1cnn2cccnc12
→ 1%, 9%, -3%, -14%, 12, -8%
- COc1ccc(N2CCN(S(=O)(=O)c3c(C)[nH]c(C)c3C(=O)N3CCCC3)CC2)cc1
→ ., -2%, 7%, 5%, ?, 0%
- COc1ccc(-c2cn(Cc3ccc(C(N)=O)cc3)c(-c3ccc(Cl)nc3)n2)cc1
→ ., -2%, 11%, ?, 123, -11%
- CCOc1cc(NC(=S)Nc2ccccc2OC)c(OCC)cc1NC(=O)c1ccccc1C
→ -6%, 8%, ?, 7%, -3, -19%
- CCc1c(C)c2cc(Cl)c(O)c(CN(C)C)c2oc1=O
→ -20%, -7%, -6%, 1%, 48, 1%
- COc1ccc(C(=O)CC(=O)c2ccccc2O)cc1
→ -11%, -4%, ?, ?, 47, 78%[activator]
- Cc1ccccc1C1=N/C(=C/c2cccs2)C(=O)O1
→ 13%, -1%, 10%, -14%, -2, -10%
- COC(=O)C1CCN(C(=O)c2ccccc2NC(C)=O)CC1
→ -7%, 0%, -2%, 5%, 44, 3%
- COc1ccccc1C(=O)Nc1ccc(C(=O)OCc2cc(=O)n3ccsc3n2)cc1
→ ., 0%, ., 9%, -10, .
- COc1ccc(N(C)C(=O)c2oc(=O)c3ccccc3c2-c2ccccc2)c(OC)c1
→ 11%, 7%, ?, -2%, -34, -1%
- Cc1ccc(C)c(S(=O)(=O)N2CCN(C(=O)c3n[nH]c(=O)c4ccccc34)CC2)c1
→ ., -15%, -3%, 3%, -2, 2%
- Nc1ncnc2c1ncn2[C@@H]1O[C@H](CNCc2ccc(OCc3ccccc3)cc2)[C@@H](O)[C@H]1O
→ ., ., 4µM*, ., -27, 1%
- CCNC(=O)CSc1nnc(-c2cccc(S(=O)(=O)N3CCOCC3)c2)o1
→ ., -9%, 9%, -17%, 12, -6%
- O=C(CN1CCC(NC(=O)C2CC2)CC1)Nc1cccc(F)c1
→ -1%, 12%, -8%, -3%, 20, 5%
- COc1ccc(CCC(=O)OCC(=O)NC(=O)c2ccc(Cl)cc2)cc1
→ ., ., 37%[activator], ., 12, 1%
- COc1ccc(NC(=O)CSc2nc3c(c(-c4cccs4)c2C#N)CN(C)CC3)cc1OC
→ -23%, -32%, ?, -11%, 9, -24%
- CN(Cc1ccon1)C(=O)CC1C(=O)NCCN1Cc1cccc(F)c1F (stereo unspecified)
→ ., ?, 5%, 2%, -2, 22%
- CN1C[C@@H]2[C@@H]3C(=O)N(Cc4ccccc4)C(=O)[C@@H]3[C@](C)(C1=O)N2C(=O)c1ccc(Br)cc1
→ ., ., 19%, ., 1, -6%
- COc1ccc2c(c1)C(C)=CC(C)(C)N2C(=O)CSc1nnc(-c2ccc(C)cc2)o1
→ ., 16%, ?, 0%, -22, -10%
- COc1ccc(N(C(=O)c2ccncc2)S(=O)(=O)c2ccccc2)cc1
→ ., -10%, 2%, 5%, -15, 18%
- O=C(CSc1ncn(-c2ccccc2)n1)N1CCc2ccccc21
→ -18%, 9%, -5%, 0%, 36, 11%
- CCOc1ccc(CCNC(=O)COC(=O)c2cccc(S(=O)(=O)N(C)C)c2)cc1OCC
→ ., ., 2%, ., -17, -5%
- COc1ccc(OC)c2sc(NC(=O)C3=COCCO3)nc12
→ -12%, -2%, 11µM*, 2%, 18, -2%
- O=C(CN1C(=O)c2cccc3cccc1c23)NC1CCCC1
→ -3%, 4%, ?, -13%, 18, 3%
- COc1ccccc1N1CCN(C(=O)c2cc3c(=O)n4cccc(C)c4nc3s2)CC1
→ -14%, -29%, -9%, -20%, 6, 14%
- O=C(c1ccccc1[N+](=O)[O-])N1CCN(Cc2ccc3c(c2)OCO3)CC1
→ 4%, 4%, 2%, ?, -39, -5%
- COc1ccc(-c2nc3ccccc3o2)cc1NC(=O)c1cc([N+](=O)[O-])ccc1N1CCOCC1
→ ., 3%, ., -2%, 17, .
- CCCn1c(C)cc(/C=C(\C#N)C(=O)OCC(=O)N(C)c2c(N)n(Cc3ccccc3)c(=O)[nH]c2=O)c1C
→ ., 4%, -12%, -1%, -33, -7%
- CC(C)(C)c1ccc(O)c(N=Cc2c(O)ccc3ccccc23)c1
→ -2%, -22%, ?, ?, -92*, 27%
- Cc1cc(C(=O)Nc2ccc(Br)cc2)cs1
→ ., -8%, -9%, -3%, 18, 14%
- O=C(NCc1ccncc1)c1cccc(NS(=O)(=O)c2ccc(F)c(F)c2)c1
→ ., 2%, 0%, 2%, -101*, 25%
- O=[N+]([O-])c1cc(C(F)(F)F)ccc1N1CCCNCC1
→ 1%, 28µM*, -10%, -4%, 27, 12%
- O=S(=O)(c1ccccc1)N1N=C(c2ccc(O)cc2)CC1c1ccco1 (stereo unspecified)
→ ., -4%, 10µM*, 1%, ?, 0%
- COc1ccccc1N=C1SC(C)CN1C(=O)C1CCC1 (stereo unspecified)
→ -2%, 0%, ., -2%, ., .
- CS(=O)(=O)N(CC(=O)N1CCc2ccccc2C1)Cc1ccc(Cl)cc1
→ 1%, 7%, -9%, 4%, 8, -10%
- COc1ccc(OCc2cc(C(=O)N(Cc3nccn3C)C(C)C)no2)c2ccccc12
→ ?, -26%, ?, 2%, 93, -15%
- CC(NC(=O)Cc1cccc2ccccc12)C(=O)N1CCC(=O)CC1 (stereo unspecified)
→ 0%, ?, 12%, 3%, 38, -5%
- O/N=C1/C2C3C(Br)C4C5CC(C1C53)C24 (stereo unspecified)
→ 0%, 0%, 27%, -12%, 7, -7%
- Cc1ccc(-n2nc(CO)c(C(=O)NCC(c3ccccc3)c3ccccc3)n2)cc1
→ ., 2%, ., 0%, 39, .
- Cc1ccc2c(=O)cc(C(=O)N(Cc3ccccc3Cl)C3CCS(=O)(=O)C3)oc2c1 (stereo unspecified)
→ ., -2%, ., 11%, 10, .
- Cc1ccccc1C(=O)NCCCNC(=O)c1ccco1
→ 4%, 6%, 22%, -4%, 3, 0%
- C#CCn1c(=NC(=O)CN2C(=O)CCC2=O)sc2cc(S(N)(=O)=O)ccc21
→ 2%, -1%, 4%, -9%, 51, -20%
- FC(F)Oc1ccc(-n2cc(-c3ccccc3)[n+]3c2CCCCC3)cc1
→ 4%, 24%, -11%, 3%, -21, -1%
- CCCn1c(S(=O)(=O)O)nc2ccccc21
→ -18%, 6%, -8%, -6%, 6, -5%

The listing continues.
Order of values: FBPA Giardia inh, Sm TGR inh, HCV inhibitor, AmpC inh detg, HCMV antiviral, AMA1 RON2 block
- Cc1ccc(S(=O)(=O)NCC(=O)OC(C)C(=O)c2ccccc2)cc1 (stereo unspecified)
→ ., 1%, 32%[activator], 0%, -13, 15%
- CN(C)/C=N/c1c(C#N)cnn1C
→ 1%, 8%, 13%, -3%, 76, 0%
- COC(=O)c1ccccc1NC(=S)NC(=O)c1ccccc1
→ -4%, 11µM*, 9%, ?, 70, -2%
- COc1ccc(C2c3sc(=O)[nH]c3SC3C(=O)N(c4ccccc4)C(=O)C32)cc1 (stereo unspecified)
→ -17%, 1%, 7%, ?, 45, 50%[activator]
- C=CCOC(=O)C1=C[C@H](c2csc3ccccc23)C[C@H](OCCCCO)O1
→ ., ., 8%, ., 9, -7%

Random draw from the library; overall some 9.3% were active at least once.
